AMPAR-TARP mod: modulators of AMPA receptor GluA2-stargazin complexes; AID 1259245; O88602+P19491; actives 3.5% (n = 40,000); calls only at 30 µM; HEK293 GluA2+stargazin, membrane potential dye (FDSS), glutamate EC50; hits were called plate by plate, in both directions;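 active = any of four per-well response measures lying three or more SD from its plate-wide compound average, in either direction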
Target sequence (O88602 whole entry, looked up): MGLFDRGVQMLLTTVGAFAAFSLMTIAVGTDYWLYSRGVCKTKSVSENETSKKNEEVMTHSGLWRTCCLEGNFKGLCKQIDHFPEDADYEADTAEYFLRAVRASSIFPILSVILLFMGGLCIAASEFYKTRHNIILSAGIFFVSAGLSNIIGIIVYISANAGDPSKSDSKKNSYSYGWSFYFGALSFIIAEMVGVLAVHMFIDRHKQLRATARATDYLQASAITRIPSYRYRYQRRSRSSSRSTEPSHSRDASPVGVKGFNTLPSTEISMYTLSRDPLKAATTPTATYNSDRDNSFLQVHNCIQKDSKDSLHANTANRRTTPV
Target sequence (P19491 whole entry, looked up): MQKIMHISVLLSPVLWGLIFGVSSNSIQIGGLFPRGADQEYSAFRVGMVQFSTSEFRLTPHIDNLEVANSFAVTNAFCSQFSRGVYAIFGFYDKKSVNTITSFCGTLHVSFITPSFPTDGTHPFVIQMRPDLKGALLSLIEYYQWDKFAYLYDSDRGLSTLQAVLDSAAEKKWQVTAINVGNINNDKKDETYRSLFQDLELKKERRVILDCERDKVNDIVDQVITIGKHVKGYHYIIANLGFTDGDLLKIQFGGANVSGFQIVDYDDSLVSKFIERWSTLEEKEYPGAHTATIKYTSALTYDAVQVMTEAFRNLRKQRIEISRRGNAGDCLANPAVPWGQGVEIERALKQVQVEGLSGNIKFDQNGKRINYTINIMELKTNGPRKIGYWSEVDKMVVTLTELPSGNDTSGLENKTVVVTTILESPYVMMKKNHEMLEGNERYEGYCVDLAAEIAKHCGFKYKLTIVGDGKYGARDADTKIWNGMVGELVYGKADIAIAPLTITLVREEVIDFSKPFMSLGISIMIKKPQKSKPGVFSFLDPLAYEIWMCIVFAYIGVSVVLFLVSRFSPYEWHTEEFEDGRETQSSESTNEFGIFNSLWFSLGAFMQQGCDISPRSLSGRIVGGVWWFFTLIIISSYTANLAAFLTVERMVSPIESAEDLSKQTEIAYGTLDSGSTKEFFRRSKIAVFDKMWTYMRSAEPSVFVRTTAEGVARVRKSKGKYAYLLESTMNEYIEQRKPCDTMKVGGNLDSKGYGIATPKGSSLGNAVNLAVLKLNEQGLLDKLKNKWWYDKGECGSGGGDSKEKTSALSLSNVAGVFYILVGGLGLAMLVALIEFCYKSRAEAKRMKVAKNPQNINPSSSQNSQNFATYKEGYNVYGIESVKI
AMPAR-TARP mod agonism max-min: recorded beside AMPAR-TARP mod, whose call it bears; compound max-min signal; compound-alone response (agonism);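 unitless range of fluorescence divided by baseline over first 100 seconds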
AMPAR-TARP mod glutamate slope: also measured in AMPAR-TARP mod; calls as there; glutamate slope, % of max; measured here: glutamate response slope, % max;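 scaled per plate between vehicle wells and maximal 1 mM glutamate control wells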
Starred values were filed as active, the others as inactive.

COc1ccc(-c2nnc(NC(=O)c3cccc([N+](=O)[O-])c3)o2)cc1OC was read as AMPAR-TARP mod inactive, AMPAR-TARP mod agonism max-min 0.13 and AMPAR-TARP mod glutamate slope 49.
For COc1ccc(-c2c(C)nn3c(Nc4ccccc4)cc(C)nc23)cc1OC the results were AMPAR-TARP mod inactive, AMPAR-TARP mod agonism max-min 0.13 and AMPAR-TARP mod glutamate slope 56.
Screening CCn1nccc1C(=O)Nc1nc(-c2ccc3c(c2)CCCC3)cs1 returned AMPAR-TARP mod inactive, AMPAR-TARP mod agonism max-min 0.099 and AMPAR-TARP mod glutamate slope 56.
Screening COCCn1c(SCc2cccc([N+](=O)[O-])c2)nc2cc(C(=O)NC(C)C)ccc2c1=O returned AMPAR-TARP mod inactive, AMPAR-TARP mod agonism max-min 0.075 and AMPAR-TARP mod glutamate slope 46.
Screening COc1ccc(CNS(=O)(=O)c2cccc3cccnc23)cc1 returned AMPAR-TARP mod inactive, AMPAR-TARP mod agonism max-min 0.08 and AMPAR-TARP mod glutamate slope 53.
COc1ccc(F)cc1S(=O)(=O)Nc1ccc2c(c1)CCCN2S(=O)(=O)c1ccccc1 was read as AMPAR-TARP mod inactive, AMPAR-TARP mod agonism max-min 0.14 and AMPAR-TARP mod glutamate slope 60.
Cc1ccccc1-c1ccc(N2CCC(C(=O)N3c4ccc(F)cc4CCC3C)CC2)nn1 (centres undefined) was read as AMPAR-TARP mod inactive, AMPAR-TARP mod agonism max-min 0.11 and AMPAR-TARP mod glutamate slope 48.
Screening COc1ccc(NC(=O)Cc2cc(-c3cccs3)on2)cc1 returned AMPAR-TARP mod inactive, AMPAR-TARP mod agonism max-min 0.061 and AMPAR-TARP mod glutamate slope 43.
Cc1cccc(NC(=O)Cc2csc(NC(=O)C3CCC(=O)N3)n2)c1 (centres undefined) was read as AMPAR-TARP mod inactive, AMPAR-TARP mod agonism max-min 0.066 and AMPAR-TARP mod glutamate slope 36.
Screening COc1ccc(CCNC(=O)C(=O)NCc2cccs2)cc1OC returned AMPAR-TARP mod inactive, AMPAR-TARP mod agonism max-min 0.067 and AMPAR-TARP mod glutamate slope 67.
For COc1ccc(NC(=O)c2ccc(=O)n(CC(=O)Nc3ccccc3Cl)n2)cc1 the results were AMPAR-TARP mod inactive, AMPAR-TARP mod agonism max-min 0.042 and AMPAR-TARP mod glutamate slope 45.
`CCOC(=O)c1ccccc1NC(=O)CN1CCC(c2nnc(-c3ccco3)o2)CC1` gave AMPAR-TARP mod active, AMPAR-TARP mod agonism max-min 0.15* and AMPAR-TARP mod glutamate slope 76*.
Screening Cc1cc(-c2nnc(NC(=O)c3ccc(S(=O)(=O)N(C)C4CC4)cc3)o2)nn1C returned AMPAR-TARP mod inactive, AMPAR-TARP mod agonism max-min 0.15 and AMPAR-TARP mod glutamate slope 44.
COc1ccc(C(=O)Nc2nnc(-c3cccs3)o2)cc1 was read as AMPAR-TARP mod inactive, AMPAR-TARP mod agonism max-min 0.12 and AMPAR-TARP mod glutamate slope 54.
`CCN(CC)S(=O)(=O)c1ccc(C(=O)Nc2nnc(-c3cc(C)n(C)n3)o2)cc1` gave AMPAR-TARP mod active, AMPAR-TARP mod agonism max-min 0.16* and AMPAR-TARP mod glutamate slope 38*.
CSc1ccccc1C(=O)N1CCN(c2nccn2-c2cccc(Cl)c2)CC1 was read as AMPAR-TARP mod inactive, AMPAR-TARP mod agonism max-min 0.064 and AMPAR-TARP mod glutamate slope 39.
For COc1cc(NCCNC(=O)C(C)C)nc(OC)n1 the results were AMPAR-TARP mod inactive, AMPAR-TARP mod agonism max-min 0.11 and AMPAR-TARP mod glutamate slope 57.
CCN(CC)C(=O)CSc1ccnc2c1c(=O)n(C)c(=O)n2C was read as AMPAR-TARP mod inactive, AMPAR-TARP mod agonism max-min 0.083 and AMPAR-TARP mod glutamate slope 48.
O=C(CCCn1nc(-c2ccccc2)ccc1=O)Nc1ccccc1F was read as AMPAR-TARP mod inactive, AMPAR-TARP mod agonism max-min 0.069 and AMPAR-TARP mod glutamate slope 60.
For CCc1nnsc1C(=O)Nc1sc2c(c1C(=O)NCc1ccco1)CCCC2 the results were AMPAR-TARP mod inactive, AMPAR-TARP mod agonism max-min 0.088 and AMPAR-TARP mod glutamate slope 63.

5 compounds from above, ordered by molecular weight, smallest number first.
COc1ccc(C(=O)Nc2nnc(-c3cccs3)o2)cc1 was read as AMPAR-TARP mod inactive, AMPAR-TARP mod agonism max-min 0.12 and AMPAR-TARP mod glutamate slope 54.
O=C(CCCn1nc(-c2ccccc2)ccc1=O)Nc1ccccc1F was read as AMPAR-TARP mod inactive, AMPAR-TARP mod agonism max-min 0.069 and AMPAR-TARP mod glutamate slope 60.
For COc1ccc(NC(=O)c2ccc(=O)n(CC(=O)Nc3ccccc3Cl)n2)cc1 the results were AMPAR-TARP mod inactive, AMPAR-TARP mod agonism max-min 0.042 and AMPAR-TARP mod glutamate slope 45.
Screening Cc1cc(-c2nnc(NC(=O)c3ccc(S(=O)(=O)N(C)C4CC4)cc3)o2)nn1C returned AMPAR-TARP mod inactive, AMPAR-TARP mod agonism max-min 0.15 and AMPAR-TARP mod glutamate slope 44.
`CCOC(=O)c1ccccc1NC(=O)CN1CCC(c2nnc(-c3ccco3)o2)CC1` gave AMPAR-TARP mod active, AMPAR-TARP mod agonism max-min 0.15* and AMPAR-TARP mod glutamate slope 76*.

(list continues)
Screening O=C(c1cc2ccccc2oc1=O)N1CCN(c2ncnc3c2nnn3-c2ccccc2)CC1 returned AMPAR-TARP mod inactive, AMPAR-TARP mod agonism max-min 0.04 and AMPAR-TARP mod glutamate slope 46.
O=C(NCCS(=O)(=O)N1CCN(Cc2ccccc2)CC1)C1CC1 was read as AMPAR-TARP mod inactive, AMPAR-TARP mod agonism max-min 0.049 and AMPAR-TARP mod glutamate slope 39.
For CC(=O)N1CCN(c2c(C)cnc3c2c(=O)n(CC(=O)Nc2ccc(F)cc2)c(=O)n3C)CC1 the results were AMPAR-TARP mod inactive, AMPAR-TARP mod agonism max-min 0.057 and AMPAR-TARP mod glutamate slope 39.
For O=C(Cc1csc(NC(=O)c2ccc[nH]c2=O)n1)Nc1ccc(F)c(F)c1 the results were AMPAR-TARP mod inactive, AMPAR-TARP mod agonism max-min 0.069 and AMPAR-TARP mod glutamate slope 30.
`Cc1cc(-c2nnc(NC(=O)COc3ccccc3C)o2)n(C)n1` gave AMPAR-TARP mod inactive, AMPAR-TARP mod agonism max-min 0.06 and AMPAR-TARP mod glutamate slope 45.
Screening CCOC(=O)c1nnn(CC(=O)Nc2cccc(Br)c2)c1C(=O)OCC returned AMPAR-TARP mod inactive, AMPAR-TARP mod agonism max-min 0.11 and AMPAR-TARP mod glutamate slope 44.
CN1CCN(c2ccc(-c3ccc(NC(=O)Nc4ccc5c(c4)OCO5)cc3)nn2)CC1 was read as AMPAR-TARP mod inactive, AMPAR-TARP mod agonism max-min 0.06 and AMPAR-TARP mod glutamate slope 58.
For COC(=O)c1ccc(/C=C2\Oc3cc(OC(C)C(=O)OC)ccc3C2=O)cc1 (centres undefined) the results were AMPAR-TARP mod inactive, AMPAR-TARP mod agonism max-min 0.11 and AMPAR-TARP mod glutamate slope 55.
For COCCCNC(=O)C(=O)Nc1c2c(nn1-c1ccc(Cl)cc1)CS(=O)(=O)C2 the results were AMPAR-TARP mod inactive, AMPAR-TARP mod agonism max-min 0.032 and AMPAR-TARP mod glutamate slope 56.
Screening CCOC(=O)C(C)Oc1ccc2c(c1)O/C(=C\c1ccc(OC)cc1)C2=O (centres undefined) returned AMPAR-TARP mod inactive, AMPAR-TARP mod agonism max-min 0.1 and AMPAR-TARP mod glutamate slope 63.
For O=C(Cc1ccc(NS(=O)(=O)c2ccc3c(c2)CCCC3)cc1)N1CCOCC1 the results were AMPAR-TARP mod inactive, AMPAR-TARP mod agonism max-min 0.097 and AMPAR-TARP mod glutamate slope 53.
For CSc1ccccc1NC(=O)Cc1cc(-c2cc3ccccc3o2)on1 the results were AMPAR-TARP mod inactive, AMPAR-TARP mod agonism max-min 0.066 and AMPAR-TARP mod glutamate slope 51.
For COc1ccccc1NC(=O)CN1CCC(c2nnc(C)s2)CC1 the results were AMPAR-TARP mod inactive, AMPAR-TARP mod agonism max-min 0.087 and AMPAR-TARP mod glutamate slope 59.
For Cc1ccc(S(=O)(=O)c2c(C)nn(-c3ccccc3)c2OC(=O)CC2CCCCC2)cc1 the results were AMPAR-TARP mod inactive, AMPAR-TARP mod agonism max-min 0.067 and AMPAR-TARP mod glutamate slope 55.
Cc1cccc2sc(N(CCN3CCOCC3)C(=O)CSc3ccccc3)nc12 was read as AMPAR-TARP mod inactive, AMPAR-TARP mod agonism max-min 0.051 and AMPAR-TARP mod glutamate slope 48.
`Cc1cccc(N2CC(c3nc4ccccc4n3CC(=O)N(C(C)C)C(C)C)CC2=O)c1` (centres undefined) gave AMPAR-TARP mod inactive, AMPAR-TARP mod agonism max-min 0.089 and AMPAR-TARP mod glutamate slope 61.
For CCN(CC)C(=O)CSc1ccccc1[N+](=O)[O-] the results were AMPAR-TARP mod inactive, AMPAR-TARP mod agonism max-min 0.045 and AMPAR-TARP mod glutamate slope 41.
For Cc1nnsc1C(=O)NCCn1nc(-c2ccccc2)n(C)c1=O the results were AMPAR-TARP mod inactive, AMPAR-TARP mod agonism max-min 0.15 and AMPAR-TARP mod glutamate slope 52.
Screening CCCn1c(=O)c2c(nc3n(-c4ccccc4OC)c(C)cn23)n(C)c1=O returned AMPAR-TARP mod inactive, AMPAR-TARP mod agonism max-min 0.11 and AMPAR-TARP mod glutamate slope 68.
CCOC(=O)c1ccccc1NC(=O)CC1NCCNC1=O (centres undefined) was read as AMPAR-TARP mod inactive, AMPAR-TARP mod agonism max-min 0.08 and AMPAR-TARP mod glutamate slope 56.

Pulled by compound from the entries so far:
For COc1ccccc1NC(=O)CN1CCC(c2nnc(C)s2)CC1 the results were AMPAR-TARP mod inactive, AMPAR-TARP mod agonism max-min 0.087 and AMPAR-TARP mod glutamate slope 59.
For Cc1nnsc1C(=O)NCCn1nc(-c2ccccc2)n(C)c1=O the results were AMPAR-TARP mod inactive, AMPAR-TARP mod agonism max-min 0.15 and AMPAR-TARP mod glutamate slope 52.

(further entries)
For Cc1ccc2nc(NC(=O)C3CCN(c4ccc(-c5cccs5)nn4)CC3)sc2c1 the results were AMPAR-TARP mod inactive, AMPAR-TARP mod agonism max-min 0.12 and AMPAR-TARP mod glutamate slope 83.
For CSCCC(C)(O)CNS(=O)(=O)Cc1cccc(C)c1 (centres undefined) the results were AMPAR-TARP mod inactive, AMPAR-TARP mod agonism max-min 0.099 and AMPAR-TARP mod glutamate slope 63.
For Cc1ccc(S(=O)(=O)Nc2ccc3c(c2)N(S(=O)(=O)c2ccccc2)CCC3)c(C)c1 the results were AMPAR-TARP mod inactive, AMPAR-TARP mod agonism max-min 0.093 and AMPAR-TARP mod glutamate slope 72.
Screening Cc1ccc([N+](=O)[O-])cc1NC(=O)CCN1C(=O)c2ccccc2S1(=O)=O returned AMPAR-TARP mod inactive, AMPAR-TARP mod agonism max-min 0.059 and AMPAR-TARP mod glutamate slope 60.
Screening COc1cccc(C(=O)NCCS(=O)(=O)N(C)Cc2ccccc2)c1 returned AMPAR-TARP mod inactive, AMPAR-TARP mod agonism max-min 0.092 and AMPAR-TARP mod glutamate slope 71.
For O=C(CC1CCCCC1)NCCOc1ccc(-c2ccco2)nn1 the results were AMPAR-TARP mod inactive, AMPAR-TARP mod agonism max-min 0.023 and AMPAR-TARP mod glutamate slope 54.
`CCOc1ccc(NC(=O)c2ccc(S(=O)(=O)N3CCOCC3)cc2)c([N+](=O)[O-])c1` gave AMPAR-TARP mod inactive, AMPAR-TARP mod agonism max-min 0.069 and AMPAR-TARP mod glutamate slope 68.
For Cn1cccc1C(O)CNC(=O)C(=O)Nc1ccc(F)c(Cl)c1 (centres undefined) the results were AMPAR-TARP mod inactive, AMPAR-TARP mod agonism max-min 0.16 and AMPAR-TARP mod glutamate slope 60.
`O=C(Cc1csc(Nc2cccc(Cl)c2)n1)Nc1ccc2c(c1)OCO2` gave AMPAR-TARP mod inactive, AMPAR-TARP mod agonism max-min 0.18 and AMPAR-TARP mod glutamate slope 68.
NS(=O)(=O)c1ccc(NC(=O)CC2Sc3ccccc3NC2=O)cc1 (centres undefined) was read as AMPAR-TARP mod inactive, AMPAR-TARP mod agonism max-min 0.042 and AMPAR-TARP mod glutamate slope 45.
`CN(C1CC1)S(=O)(=O)c1ccc(C(=O)N2CCNC(=O)C2(C)C)cc1` gave AMPAR-TARP mod inactive, AMPAR-TARP mod agonism max-min 0.052 and AMPAR-TARP mod glutamate slope 58.
COc1cc(/C=C2\Oc3cc(OC(=O)c4c(OC)cccc4OC)ccc3C2=O)cc(OC)c1OC was read as AMPAR-TARP mod inactive, AMPAR-TARP mod agonism max-min 0.098 and AMPAR-TARP mod glutamate slope 56.
For Cc1c(C(=O)NCc2cccnc2)c(C(F)(F)F)nn1C1CCCN(C)C1 (centres undefined) the results were AMPAR-TARP mod inactive, AMPAR-TARP mod agonism max-min 0.1 and AMPAR-TARP mod glutamate slope 46.
Cc1cccc(C)c1NC(=O)COc1cc2oc(=O)c3c(c2cc1Cl)CCCC3 was read as AMPAR-TARP mod inactive, AMPAR-TARP mod agonism max-min 0.034 and AMPAR-TARP mod glutamate slope 25.
O=C(c1ccco1)N1CCN(C(=O)N2CCCC2)CC1 was read as AMPAR-TARP mod inactive, AMPAR-TARP mod agonism max-min 0.044 and AMPAR-TARP mod glutamate slope 57.

Compound activity (PubChem)

Not all compounds are listed. The share of hits here may be higher or lower than overall.
